# Screening results deposited in PubChem BioAssay by National Center for Advancing Translational Sciences (NCATS).
# PI4K2A inh: PI4K2A (human) kinase inhibition. purified PI4K2A, ADP-Glo luminescence, 1 h; stronger effect = lower value. 420,000 tested, 0.13% active. AID 1346378. activity change, negative = inhibition, % at 76.9 µM; in the data active = activity change below about -50%; inconclusive = mostly about -30% to -49%;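 also: -100% = wells without enzyme as full effect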
# Target sequence (Q9BTU6 whole entry, looked up): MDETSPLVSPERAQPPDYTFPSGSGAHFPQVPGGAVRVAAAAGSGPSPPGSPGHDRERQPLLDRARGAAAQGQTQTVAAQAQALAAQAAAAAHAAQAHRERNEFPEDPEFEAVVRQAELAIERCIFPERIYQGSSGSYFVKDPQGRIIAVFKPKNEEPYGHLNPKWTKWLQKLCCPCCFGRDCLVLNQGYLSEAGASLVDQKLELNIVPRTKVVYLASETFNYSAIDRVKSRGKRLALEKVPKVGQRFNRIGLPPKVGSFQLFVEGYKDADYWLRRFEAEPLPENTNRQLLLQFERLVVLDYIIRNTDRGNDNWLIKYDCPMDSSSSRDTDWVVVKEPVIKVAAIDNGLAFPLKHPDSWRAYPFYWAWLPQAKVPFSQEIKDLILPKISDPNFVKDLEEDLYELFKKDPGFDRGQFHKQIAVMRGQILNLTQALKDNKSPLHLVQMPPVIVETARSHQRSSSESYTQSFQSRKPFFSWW
#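 In this quantitative HTS, ADP production by PI4K2A was quantified luminescently after 1 h at ambient temperature; 100 microM adenosine served as plate-quality control.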
# IDH1 R132H inh: blocks human mutant IDH1 R132H enzyme. AID 602179. Potency, µM (series often up to 76.6 µM), for the others: top-dose activity change, negative = inhibition, usual class: inhibitors. 390,000 tested, 0.093% active. IDH1-R132H enzyme, NADPH consumption, diaphorase/resazurin fluorescence; also: potency is read from the fitted curve at half-maximal effect; % is scaled to controls: 0 for no effect and ±100 for the full control effect; nearly all actives have a fitted effect of over 65% in size
#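 IDH1-R132H (0.5 ug/mL) preincubated 30 min with compound, then NADPH (0.016 mM) and alpha-KG (2 mM) added; 80 min at RT, pH 7.5. Remaining NADPH coupled via diaphorase/resazurin to fluorescence (540/590 nm); concentration-response curves normalized to no-enzyme control.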
# LDHA block: inhibitors of human lactate dehydrogenase A. P00338. purified LDHA, NADH/diaphorase-resazurin fluorescence; stronger effect = lower value. activity change, % (values are at about 110 or 230 µM). 480,000 tested, 0.15% active. AID 1347041; in the data active = activity change below about -30%; inconclusive = mostly about -25% to -30%;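 also: plate controls were DMSO wells for no effect and wells without enzyme for full effect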
#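 Human LDH5 at 2 nM final in Tris HCl pH 7.4 with 0.06 mM NADH and 0.2 mM pyruvate, reacted 5 minutes at room temperature. Remaining NADH coupled via diaphorase/resazurin; resorufin fluorescence read at 0 and 20 minutes, normalized to enzyme-free and DMSO wells.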
# TrxR1 substrate: substrates of rat thioredoxin reductase 1; O89049; purified TrxR1 substrate turnover, NADPH consumption readout; Potency, µM (doses to about 114 µM), for the others: top-dose activity change, negative = substrate turnover; 390,000 tested, 0.01% active; also: potency is read from the fitted curve at half-maximal effect; % is scaled to controls: 0 for no effect and ±100 for the full control effect; nearly all actives have a fitted effect of over 50% in size
# Target sequence (O89049 whole entry, looked up): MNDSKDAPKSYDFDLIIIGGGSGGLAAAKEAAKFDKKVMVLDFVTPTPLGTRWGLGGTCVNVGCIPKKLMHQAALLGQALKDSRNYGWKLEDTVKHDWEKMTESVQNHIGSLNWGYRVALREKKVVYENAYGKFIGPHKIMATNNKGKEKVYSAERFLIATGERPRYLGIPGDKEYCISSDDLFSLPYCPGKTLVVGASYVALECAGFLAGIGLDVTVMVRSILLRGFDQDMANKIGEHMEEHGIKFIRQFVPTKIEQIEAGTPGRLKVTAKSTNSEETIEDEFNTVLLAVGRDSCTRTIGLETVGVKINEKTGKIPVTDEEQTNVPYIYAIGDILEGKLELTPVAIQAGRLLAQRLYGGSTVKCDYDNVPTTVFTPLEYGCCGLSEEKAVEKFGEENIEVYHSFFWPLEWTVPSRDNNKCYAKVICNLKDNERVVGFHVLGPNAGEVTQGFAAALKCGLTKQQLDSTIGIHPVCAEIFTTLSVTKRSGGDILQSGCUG
#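 Rat TrxR1, dispensed at 90 nM, was prereduced with 400 uM NADPH (final) for 5 min at ~22 deg C, then incubated with compound 15 min before 400 uM selenite. A first-read NADPH fluorescence drop versus no-compound background flagged substrates.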
# Vif-APOBEC3G blk: blocks the Vif interaction with human APOBEC3G | Q9HC16 | HeLa A3G-eYFP + Vif (tagged APOBEC3G with the HIV-1 protein that degrades it), YFP fluorescence, overnight | Potency, µM (titrated, usually from 46.1 µM), without a hit: at the top dose activity, negative = active, most hits filed as inhibitors | 410,000 tested, 0.076% active | AID 602310;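 also: potency is read from the fitted curve at half-maximal effect; % is scaled to controls: 0 for no effect and ±100 for the full control effect; nearly all actives have a fitted effect of over 60% in size; hits raise eYFP signal because A3G escapes Vif-driven loss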
#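 HeLa cells stably expressing Vif and C-terminally eYFP-tagged A3G, seeded overnight at 37 deg C, then exposed to compound by pintool overnight at 37 deg C. Rise in yellow fluorescence (Ex 488/Em 500-530, Acumen) marks blocked Vif-driven A3G degradation.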
# USP1-UAF1 inh: inhibitors of human USP1/UAF1 deubiquitinase; O94782; recombinant USP1/UAF1, Ub-Rhodamine cleavage fluorescence; Potency, µM (top dose mostly 57.1 µM), without a hit: at the highest dose activity change, negative = inhibition, most hits filed as inhibitors; 390,000 tested, 0.23% active; also: potency is read from the fitted curve at half-maximal effect; % is scaled to controls: 0 for no effect and ±100 for the full control effect; nearly all actives have a fitted effect of over 60% in size; inactives centre near -12
#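 High-throughput fluorogenic screen: 1nM USP1/UAF1 complex, Ub-Rho substrate 150nM final, 50mM HEPES pH 7.8 with 0.5mM EDTA, 0.1 mg/ml BSA, 1mM TCEP and 0.01% Tween-20.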
# Vif-A3F inh: blocks the Vif interaction with APOBEC3F | HeLa A3F-eYFP + Vif (tagged APOBEC3F with the HIV-1 protein that degrades it), YFP fluorescence increase | Potency, µM (highest dose often 46.1 µM), for the others: at the top dose activity, negative = active | 390,000 tested, 0.2% active | AID 602313; also: potency is read from the fitted curve at half-maximal effect; % of control where 0% means no effect; nearly all actives have a fitted effect of over 65% in size
#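 HeLa cells stably expressing Vif plus C-terminally eYFP-tagged A3F were seeded, incubated overnight at 37 deg C, dosed with compound, incubated overnight again at 37 deg C. Yellow fluorescence (Ex 488/Em 500-530) reported blocked Vif-mediated A3F-eYFP degradation.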
# RXFP1 ag: agonists of human relaxin receptor RXFP1 | HEK293T-RXFP1 cAMP TR-FRET, 30 min; response scale: percent of porcine relaxin response, buffer zero | Potency, µM (doses to about 57.5 µM), inactives show top-dose activation, hits mostly activators | 370,000 tested, 0.3% active | AID 2676; also: potency is read from the fitted curve at half-maximal effect; % is scaled to controls: 0 for no effect and ±100 for the full control effect; nearly all actives have a fitted effect of over 60% in size; many of its hits are not listed in these tables
#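 HEK293 cells stably expressing RXFP1, treated 30 min at 37C with compounds plus PDE4 inhibitor Ro 20174; cAMP measured by HTRF TR-FRET. Normalized to buffer and 29 nM porcine relaxin; EC50 by Hill fit.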
# Glioma ERSR ind: ER stress response induction in glioma. Potency, µM, for the others: at the top dose activation, actives largely listed as activators. 420,000 tested, 0.02% active. U87-MG GRP78 promoter luciferase reporter, 16 h; also: potency is read from the fitted curve at half-maximal effect; series mostly up to about 76 µM; % of control where 0% means no effect; nearly all actives have a fitted effect of over 35% in size
#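 Stably transfected U87-MG glioma cells carrying a GRP78-based luciferase sensor; 16 h compound incubation. Luminescence end-point read 10 min after Bright-Glo addition at room temperature.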
# Starred values were filed as active, the others as inactive; ? = inconclusive; · = not tested or not shown; [ ] = dose if it differs, or a comment. Unless noted, calls follow the shape of the dose curve; as a rule, active = well fitted curve in the direction sought with a large enough effect; inconclusive = small, poorly fitted or top-dose-only effect, or another doubt; inactive = no such curve, though single readings can be large; an effect the other way counts as inactive or inconclusive.
# Screens in order: IDH1 R132H inh	Vif-APOBEC3G blk	Glioma ERSR ind	LDHA block	RXFP1 ag	USP1-UAF1 inh	TrxR1 substrate	Vif-A3F inh	PI4K2A inh
CC(C)OC(=O)C(C(=O)C(F)(F)F)c1cc(NS(=O)(=O)c2ccc3c4c(cccc24)C(=O)N3)ccc1O (stereo not drawn)
  -14.1%	-9.0%	-5.2%	18.4	4.8%	-23.4%	-12.0%	3.7%	-4.3
O=C1COc2ccc(C(=O)CSc3nnnn3-c3ccccc3)cc2N1
  1.5%	-0.7%	-2.6%	0.9	0.5%	-6.4%	2.6%	4.3%	0.8
COc1ccc(-c2cc(C(=O)N3CCCCC3C)no2)cc1OC (stereo not drawn)
  ·	·	·	-5.2	2.6%	-21.7%	0.2%	·	-2.5
CCOC(=O)/C(C#N)=C/c1cn(CCC(=O)O)nc1-c1ccc(Cl)cc1
  0.0%	1.5%	-4.5%	-7.9	0.4%	-21.1%	-12.3%	0.5%	-0.8
CCc1ccc(NC(=S)N2CCC(NC(=O)C3CCCCC3)CC2)cc1
  -0.8%	-4.1%	-3.5%	-3.9	3.6%	-14.1%	0.4%[57.1 µM]	1.8%	-0.9
CCn1c(=N)n(CC(=O)c2cccc([N+](=O)[O-])c2)c2ccccc21
  0.7%	-6.9%	6.6%	-11.1	0.3%	-13.1%	-4.5%	-0.2%	4.4
CCc1ccc(OC(C)C(=O)Nc2c(C(=O)c3ccccc3)oc3ccccc23)cc1 (stereo not drawn)
  -1.9%	-0.1%	-2.7%	-2.9	1.1%	-28.2%	24.0%	2.6%	1.2
COc1ccc(C(=O)C[n+]2cccc(C(N)=O)c2)cc1
  -0.9%	0.6%	-3.6%	-1.7	-2.8%	-0.3%	-1.1%	11.5%	-0.8
COc1ccc2cc(-c3ccccc3)ncc2c1
  9.4%	-5.5%	-3.0%	-2.0	4.3%	0.9%	7.9%	-10.6%	-21.4
C/C(=C\C(=O)c1cccnc1)Nc1ccc(O)cc1
  7.9%	0.8%	8.8%	44.5	1.9%	-8.6%	-10.8%	0.9%	-60.7*
CC1=C(C)CC(C(=O)NC2CCN(C(C)C)CC2)C(C(=O)O)C1 (stereo not drawn)
  9.3%	-1.3%	-1.8%	-0.6	-4.5%	-5.5%	5.0%	3.2%	-3.0
O=C(Nc1ccccc1)C(=O)Nc1ccccn1
  3.1%	1.5%	-9.9%	-5.6	1.3%	?	14.3%	-5.0%	-21.8
Cc1ccc(CNC(=O)COCc2cc(-c3ccc4c(c3)OCO4)on2)cc1
  -12.4%	-2.3%	-1.5%	-3.3	-0.4%	-8.4%	-0.1%	-14.8%	-1.2
CCOC(=O)C1(Cc2cccc(Cl)c2)CCCN(C(=O)c2ccc(COC)s2)C1 (stereo not drawn)
  4.2%	-0.8%	-5.9%	-3.1	-1.1%	-9.2%	-6.6%	7.2%	0.5
CC(Sc1nnc(-c2ccccc2F)n1C)C(=O)Nc1ccc(N2CCOCC2)cc1 (stereo not drawn)
  5.5%	-2.8%	-1.3%	1.0	·	-16.0%	·	-1.0%	3.9
CC1CCCCC1NC(=O)CSc1nnc(CC(=O)Nc2ccccc2F)n1C (stereo not drawn)
  -2.1%	-3.3%	-2.5%	-7.3	1.0%	-13.2%	3.4%	-8.5%	-0.1
COc1ccc2nc(Nc3nc(CSc4nnnn4-c4ccccc4)cc(=O)[nH]3)nc(C)c2c1
  -3.6%	-1.5%	-5.1%	-13.3	1.1%	-1.7%	-7.6%	7.9%	0.4
COc1ccccc1C1CC(=O)NC(C)=C1C(=O)OCC1CCCO1 (stereo not drawn)
  5.2%	-1.3%	-5.7%	-3.5	5.4%	-7.7%	-1.9%[57.1 µM]	0.6%	-7.0
O=C(O)c1ccc(Oc2cccc([N+](=O)[O-])c2)cc1C(=O)O
  4.0%	0.8%	-3.3%	-3.1	0.7%	-7.9%	-5.9%	-5.2%	-0.5
CC1=NNC(=O)C(CC(=O)Nc2ccc(Cl)c(Cl)c2)C1 (stereo not drawn)
  2.9%	0.3%	-1.9%	-4.7	1.2%	-4.2%	14.4%[57.1 µM]	0.6%	0.4
CCN(C(=O)CCS(=O)(=O)c1cccc2nonc12)c1ccc(C)c(C)c1
  10.7%	-2.5%	-2.7%	0.1	2.1%	-14.3%	0.6%	1.1%	0.7
COc1ccc(CNC(=O)CN2C(=O)COc3ccccc32)c(OC)c1
  2.9%	1.9%	0.8%	-1.5	1.2%	-13.3%	3.1%[57.1 µM]	10.1%	4.3
CN(CCC(=O)Nc1ccc2c(c1)OCO2)Cc1ccccc1
  3.2%	2.5%	-1.1%	6.0	-2.0%	-1.3%	5.2%	-6.8%	5.8
CCOc1ccc(N2C(=O)CC(NC3CCN(C(=O)c4cccs4)CC3)C2=O)cc1 (stereo not drawn)
  -10.0%	-0.2%	0.2%	-8.9	0.2%	-15.1%	4.0%	2.8%	0.2
Cc1ccc(N(CC(=O)Nc2ccc3c(c2)OCCO3)S(=O)(=O)c2c(C)n[nH]c2C)cc1
  -1.9%	-7.7%	-4.8%	-0.8	-0.6%	-1.9%	-2.3%	0.2%	0.4
CC(O)(c1cccc(F)c1)c1nc(-c2cnc3ccccc3c2)cs1 (stereo not drawn)
  ·	-11.7%	3.6%	-2.0	·	·	·	·	0.2
O=C(O)c1ccccc1SCC(=O)N1CCCCC1
  0.5%	-3.2%	3.5%	-8.8	-0.7%	4.7%	1.6%	-6.0%	-6.5
CCOC(=O)c1ccc(NS(=O)C23CC4CC(CC(C4)C2)C3)cc1 (stereo not drawn)
  2.6%	-0.3%	2.3%	0.7	0.7%	-4.8%	11.4%	-5.7%	-3.7
O=C(/C=C/c1cccc(Cl)c1)Nn1c(-c2cccs2)nc2ccccc2c1=O
  -1.0%	-0.4%	-7.3%	-1.0	5.1%	-9.6%	11.3%	-8.6%	-2.6
CCOC(=O)c1ccc(NC(=O)CSc2nnc(CCc3ccc(C)o3)n2-c2ccccc2)cc1
  -6.3%	-8.2%	-5.5%	-1.3	-0.9%	-22.3%	1.4%	6.0%	7.1
CCCC(C)NC(=O)c1cccc(Oc2ccccc2)c1 (stereo not drawn)
  0.8%	0.7%	0.3%	-2.1	0.2%	-19.4%	-1.9%[57.1 µM]	12.4%	1.0
COc1ccccc1/C=C/c1nc(S(=O)(=O)c2ccccc2)c(NCCN(C)C)o1
  -13.0%	0.5%	-2.1%	-1.3	-0.9%	4.6%	15.6%[57.1 µM]	1.0%	5.7
C[C@@]12C(=O)N(Cc3ccccc3)CC(=O)N1[C@H](/C=C/c1ccccc1)[C@@H]1C(=O)N(c3ccccc3)C(=O)[C@@H]12
  -8.8%	0.0%	-5.5%	-0.8	0.1%	-32.2%	2.5%[57.1 µM]	-2.3%	3.0
COC(=O)C(Cc1cnc(Cl)s1)(C(=O)OC)c1ccc([N+](=O)[O-])cc1[N+](=O)[O-]
  1.9%	0.1%	-5.6%	4.3	0.7%	-5.6%	-10.1%	·	-6.4
O=C(CCn1cnnn1)Nc1cccc(F)c1
  0.1%	-0.4%	-2.5%	-6.8	-0.6%	-18.6%	5.3%[57.1 µM]	-10.9%	-4.0
Nc1nonc1/C(=N/O)N1CCN(CCO)CC1
  -1.6%	-3.1%	-4.9%	-0.6	0.7%	-4.0%	1.0%	3.5%	7.3
CC(c1nccs1)N(C)C(=O)CCc1nnc(-c2ccc(-c3ccccc3)cc2)o1 (stereo not drawn)
  -8.6%	-0.2%	-10.4%	-8.0	2.8%	-17.4%	2.7%	2.3%	-6.7
CCOc1ccc2c(=O)c(-c3ccc4c(c3)OCCCO4)c(C)oc2c1
  2.6%	-0.7%	-1.4%	-8.9	-0.6%	-6.3%	-11.6%	-27.0%	-6.0
COc1ccccc1CNC(=O)C(NS(=O)(=O)c1cccc2nsnc12)C(C)C (stereo not drawn)
  -19.8%	0.5%	-2.3%	-7.5	3.1%	-4.6%	7.1%[57.1 µM]	-2.5%	-5.4
CCN(CC)C(=O)c1ccc2c(c1)N(Cc1ccccc1)C(=O)CS2=O (stereo not drawn)
  5.0%	0.5%	-2.0%	-5.8	0.0%	-14.5%	11.1%[57.1 µM]	-3.9%	0.2
CCc1ccccc1Nc1sc(C(=O)c2cccc(OC)c2)c(N)c1S(=O)(=O)c1ccccc1
  -17.6%	-2.4%	1.3%	-9.6	-0.6%	-20.0%	-0.1%	-5.1%	-3.9
Cc1ccccc1SCC(=O)OCC(=O)Nc1sccc1C(N)=O
  2.2%	-5.6%	-3.6%	1.3	0.0%	-23.4%	-5.3%	5.1%	-1.9
COc1cc(-c2c(C#N)c(N)nc3c2CCCC3)ccc1O
  -0.1%	-11.0%	-6.3%	-2.4	-0.6%	-1.1%	6.6%[57.1 µM]	-11.7%	4.1

# Only part of the results is shown; rates above refer to the full screens.
